Chronic BCR inh – qHTS Assay to Find Inhibitors of Chronic Active B-Cell Receptor Signaling; ABC-DLBCL IkBa-CBG/CBR reporter, luminescence ratio, 4 h; Potency, µM (series often up to 46.1 µM), inactives show top-dose ratio change, negative = lower green/red ratio, usual class: inhibitors; 340,000 compounds, 0.05% hits; AID 493014, 2011; active = well fitted inhibition curve with a large enough effect in the signal ratio, with a control signal flat, not every such curve was filed as active; inconclusive = small, poorly fitted or top-dose-only effect, or effect the other way, or a change in a side signal; the % refers to the signal ratio;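 also: potency is read from the fitted curve at half-maximal effect; plate controls were basal doxycycline-induced cells for no effect and cells given 10 µM MG132 for full effect; MG132 reads +100%, hits lower the ratio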
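TMD8 human ABC-DLBCL cells with doxycycline-inducible IκBα–green luciferase fusion and unfused red luciferase, in 0.5% FBS medium; compounds up to 46 uM, 4 h at 37C. Green/red luminescence ratio, filter-overlap corrected, fitted to concentration-response curves.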
TSHR antagonist – Antagonists of the Thyroid Stimulating Hormone Receptor: HTS campaign; Thyrotropin receptor (Homo sapiens), P16473; TSHR-expressing cells, TSH-stimulated cAMP HTRF, 2 h; hits give low values; activity change, negative = inhibition, % at 11.5 µM; 330,000 compounds, 0.2% hits;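 active = activity change below a set negative limit, meaning inhibition stronger than a set level, cut at about -70% in these data; inconclusive = activity change between two set negative limits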; also: % is scaled to controls: 0 for no effect and ±100 for the full control effect
Target sequence (P16473 whole entry, looked up): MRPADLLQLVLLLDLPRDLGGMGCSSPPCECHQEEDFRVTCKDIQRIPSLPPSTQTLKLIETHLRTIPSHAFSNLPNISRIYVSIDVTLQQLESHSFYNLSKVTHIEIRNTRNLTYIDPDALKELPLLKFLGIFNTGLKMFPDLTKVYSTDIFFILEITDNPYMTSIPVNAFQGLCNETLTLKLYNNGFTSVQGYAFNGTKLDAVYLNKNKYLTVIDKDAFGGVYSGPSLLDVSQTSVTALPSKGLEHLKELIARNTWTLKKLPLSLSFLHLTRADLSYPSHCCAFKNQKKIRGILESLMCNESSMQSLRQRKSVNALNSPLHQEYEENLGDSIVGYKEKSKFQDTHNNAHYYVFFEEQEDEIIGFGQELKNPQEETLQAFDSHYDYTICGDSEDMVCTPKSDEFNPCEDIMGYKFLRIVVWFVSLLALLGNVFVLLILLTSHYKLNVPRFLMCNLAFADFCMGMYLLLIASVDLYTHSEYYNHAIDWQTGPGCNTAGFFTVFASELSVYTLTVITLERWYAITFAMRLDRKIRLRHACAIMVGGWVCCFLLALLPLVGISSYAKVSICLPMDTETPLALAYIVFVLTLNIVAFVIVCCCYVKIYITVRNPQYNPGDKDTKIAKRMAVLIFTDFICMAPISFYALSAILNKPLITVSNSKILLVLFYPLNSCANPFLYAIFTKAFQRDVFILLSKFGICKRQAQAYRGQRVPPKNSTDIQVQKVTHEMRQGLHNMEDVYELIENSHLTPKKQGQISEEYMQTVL
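Cell-based HTRF cAMP assay; TSHR cells + compound, TSH EC80 (4nM final), 2 h, 37 deg C. Lysis with anti-cAMP cryptate and cAMP-d2, 30 min RT, read 665/620 nm.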
USP2a block – qHTS Assay for Inhibitors of Ubiquitin-specific Protease USP2a Using CHOP2 as the Reporter; Ubiquitin carboxyl-terminal hydrolase 2 (Homo sapiens), O75604; USP2 core, Ub-CHOP2 coupled fluorogenic reporter, 485/531; Potency, µM (top dose mostly 38.3 µM), without a hit: top-dose activity change, negative = inhibition, hits mostly inhibitors; 330,000 compounds, 0.01% hits; AID 463254, 2010;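 also: potency is read from the fitted curve at half-maximal effect; plate controls were DMSO wells for no effect and full inhibition by NEM control for full effect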
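Cell-free coupled assay: 10nM USP2 core preincubated 30min RT with compound in Tris-HCl pH 8.0/CaCl2/CHAPS buffer, then 25nM Ub-CHOP2 and 25nM reporter substrate; fluorescence (Ex 485/Em 531) read after 60min RT, normalized to NEM inhibition, concentration-response curves fitted.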
Eya2 inh – qHTS Assay for Inhibitors of the Phosphatase Activity of Eya2 | Protein phosphatase EYA2 (Homo sapiens), O00167 | recombinant Eya2, OMFP fluorescence dephosphorylation (OMFP is methylfluorescein phosphate) | Potency, µM (top dose mostly 76.9 µM), for the others: top-dose activity, negative = inhibition, usual class: inhibitors | 330,000 compounds, 0.006% hits | AID 488837, 2010; also: potency is read from the fitted curve at half-maximal effect; % is scaled to controls: 0 for no effect and ±100 for the full control effect
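Eya2 (0.2 uM) preincubated 10 min at ambient with compound, then OMFP substrate added at 50 uM; 10 min reaction in 50 mM HEPES pH 7.5, 50 mM NaCl, 5 uM MgCl2, 0.05% BSA, 1 mM DTT. Fluorescence read at Ex 485/Em 525 nm.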
Mito fusion yeast – qHTS Assay for Small Molecule Inhibitors of Mitochondrial Division or Activators of Mitochondrial Fusion. Potency, µM (titrated, usually from 46.1 µM), inactives show top-dose growth rescue (activation), usual class: activators. 320,000 compounds, 0.23% hits. S. cerevisiae fusion-defective mutant growth rescue, CellTiterGlo 48 h;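 also: potency is read from the fitted curve at half-maximal effect; % of control where 0% means no effect; nearly all actives have a fitted effect of over 45% in size; temperature-sensitive fusion mutants such as fzo1-1 at 37 °C on non-fermentable ethanol glycerol medium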
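Yeast fusion mutant, YPEG (non-fermentable carbon), compound, 48 h at 37C non-permissive; CellTiterGlo added, 10 min RT, luminescence read. Rescued growth = division inhibition.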
hERG WT inh – qHTS for Inhibitors of KCHN2 3.1: Wildtype qHTS; U2OS, BacMam KCNH2, thallium flux FluxOr; hits give low values; 340,000 compounds, 0.37% hits; activity change, % at 1.84 µM;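 active = maximum activity change below -70%; inconclusive = maximum activity change between -70% and -50%; inactive = maximum activity change above -50%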; also: % is scaled to controls: 0 for no effect and ±100 for the full control effect
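U2OS cells transduced with wild-type KCNH2 virus are loaded with FluxOr dye for 45 min, and thallium flux is measured in kinetic reads before and after stimulation buffer. Rate constants are normalized to DMSO controls.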
PKM2 act – qHTS Assay for Activators of Human Muscle isoform 2 Pyruvate Kinase | Potency, µM (series often up to 57.5 µM), without a hit: top-dose activation, usual class: activators | 260,000 compounds, 0.34% hits | purified PKM2, Kinase-Glo ATP luminescence, activation; response scale: 0% is enzyme alone, no compound | Pyruvate kinase PKM (Homo sapiens), P14618; also: potency is read from the fitted curve at half-maximal effect; % is scaled to controls: 0 for no effect and ±100 for the full control effect; nearly all actives have a fitted effect of over 55% in size
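Purified hPK-M2 (>95%) run at intermediate activity with 0.1 mM ADP and 0.5 mM PEP in 50 mM imidazole pH 7.2, KCl, MgCl2; 1 h room temperature. ATP formed read by Kinase-Glo luminescence; normalized to uninhibited and no-enzyme controls.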
MBNL1 CUG block – qHTS Assay for Inhibitors of MBNL1-poly(CUG) RNA binding. Muscleblind-like protein 1 (Homo sapiens), Q9NR56. TR-FRET MBNL1-His/biotin-(CUG)12 binding, 665/545 ratio. Potency, µM (series often up to 57.5 µM), inactives show top-dose activity change, negative = inhibition, usual class: inhibitors. 280,000 compounds, 0.036% hits; active = well fitted inhibition curve with a large enough effect in the signal ratio, with a control signal flat, not every such curve was filed as active; inconclusive = small, poorly fitted or top-dose-only effect, or effect the other way, or a change in a side signal; inactive = no such curve, though single readings can be large or run the other way; the % refers to the signal ratio; also: potency is read from the fitted curve at half-maximal effect; % is scaled to controls: 0 for no effect and ±100 for the full control effect
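Ratiometric TR-FRET (665 over 545 nm, excitation 340 nm) tracks disruption of MBNL1-His/biotin-(CUG)12 complex after 60 min at room temperature, with compounds at 92 nM to 58 uM final.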
S-ASM inh – Inhibitors of Secretory Acid Sphingomyelinase (S-ASM): qHTS; placental ASM, HMU-PC fluorogenic substrate, 60 min; Potency, µM (doses to about 57.5 µM), inactives show at the top dose activity change, negative = inhibition, actives largely listed as inhibitors; Sphingomyelin phosphodiesterase (Homo sapiens), P17405; 340,000 compounds, 0.006% hits; also: potency is read from the fitted curve at half-maximal effect
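HMU-PC0 cleavage (9 uM final) by human placental ASM, 60 min at 37 °C following 10 min compound exposure at RT; stopped at pH 10, fluorescence Ex 386/Em 447 nm.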
Menin MLL FP TR – qHTS Assay for Inhibitors Targeting the Menin-MLL Interaction in MLL Related Leukemias: Competition With Texas Red Labeled MLL-derived Mutant Peptide; O00255; Menin + Texas Red MLL mutant peptide, fluorescence polarization; Potency, µM (series often up to 61.6 µM), without a hit: at the top dose FP activity change, negative = inhibition, most hits filed as inhibitors; 270,000 compounds, 0.23% hits; AID 1768, 2009; active = well fitted inhibition curve with a large enough effect in the polarisation, with a control signal flat, not every such curve was filed as active; inconclusive = small, poorly fitted or top-dose-only effect, or effect the other way, or a change in a side signal; inactive = no such curve, though single readings can be large or run the other way; the % refers to the polarisation; also: potency is read from the fitted curve at half-maximal effect; % of control where 0% means no effect; many of its hits are not listed in these tables
GALK inh – qHTS Assay for Inhibitors of Human Galactokinase (GALK) | P51570 | Purified GALK, Kinase-Glo residual ATP luminescence | Potency, µM (top dose mostly 57.5 µM), without a hit: at the highest dose activity change, negative = inhibition, hits mostly inhibitors | 270,000 compounds, 0.007% hits; also: potency is read from the fitted curve at half-maximal effect; % is scaled to controls: 0 for no effect and ±100 for the full control effect
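Quantitative HTS: GALK 5 nM, ATP 35 uM, galactose 100 uM, 1 h room temperature, then luciferase-based ATP detection.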
Numbers without * were called inactive; ? = inconclusive; / = no result given; [ ] = remark or other dose. Unless noted, calls follow the shape of the dose curve; as a rule, active = well fitted curve in the direction sought with a large enough effect; inconclusive = small, poorly fitted or top-dose-only effect, or another doubt; inactive = no such curve, though single readings can be large; an effect the other way counts as inactive or inconclusive. A portion of the library. The share of hits here may be higher or lower than overall.

Second line of a record – Chronic BCR inh, TSHR antagonist, USP2a block, Eya2 inh, Mito fusion yeast, hERG WT inh, PKM2 act, MBNL1 CUG block, S-ASM inh, Menin MLL FP TR, GALK inh
#1 CCc1ccc(NC(=O)NNC(=O)CCc2ccccc2)cc1
  0%, -13, 2%, 1%, 6%, -1, 0%, 1%, -2%, -24%, -2%
#2 CCc1ccc(CN(C)C(C)C(=O)Nc2ccc(S(=O)(=O)N3CCCC3)cc2)cc1 (configuration not stated)
  0%, -12, -2%, -23%, 14%, 3, /, /, 0%, /, /
#3 C=CCn1c(COc2ccc(Cl)cc2)nnc1SCC(=O)N1CC(=O)Nc2ccccc21
  -2%, -2, 6%, -8%, 0%, 2, -1%, -9%, -4%, -14%, 1%
#4 Cc1ccc(-c2nnn(CC(=O)N(c3ccccc3)C(C(=O)NC3CCCC3)c3ccco3)n2)o1 (configuration not stated)
  2%, -3, 1%, 5%, -1%, -1, ?, -2%, 1%, 5%, -4%
#5 Cc1ccc2nc(SC(C)C(=O)N3CCCC3)[nH]c2c1 (configuration not stated)
  15%, 4, 2%, 2%, -4%, -4, -2%, -1%, 4%, -16%, 2%
#6 Cc1cccc2c1-c1sc(C(=O)N3CCc4ccccc4C3)cc1CO2
  6%, 6, 0%, -1%, 18%, -13, -17%, 203%[activator], /, -2%, /
#7 Cc1csc2ncc(C(=O)NCc3ccccc3Cl)c(=O)n12
  5%, -12, 1%, 1%, 1%, -27, 0%, -3%, 6%, 0%, -4%
#8 CCCCOCC(O)CCc1n[nH]c(=S)n1-c1ccccc1 (configuration not stated)
  ?, 33, 1%, -2%, 1%, -9, -11%, -19%, -1%, 8%, 3%
#9 COc1ccc([C@@H]2C[C@@H](c3ccccc3)Oc3cc(C)cc(C)c32)cc1
  9%, -9, 3%, -14%, 22%, /, 5%, 10%, -6%, /, 1%
#10 COCCNC(=O)C12CC3CC(C1)CC(c1ccccc1)(C3)C2
  -5%, 12, 3%, -5%, -2%, -15, -4%, -1%, 4%, -2%, -1%
#11 Cc1nnc(-c2cnn(C)c2N)n1Cc1ccc2c(c1)OCO2
  -2%, -5, 1%, 3%, -1%, -2, 12%, 1%, 6%, 0%, -1%
#12 C[C@H](NC(=O)c1ccccc1Cl)C(=O)OCc1cn2cc(Cl)ccc2n1
  0%, 0, 0%, 1%, -4%, 1, /, /, /, /, /
#13 COc1ccc(S(=O)(=O)N2CCN(C(=O)NCc3ccc(OC)c(OC)c3)CC2)cc1
  -8%, -2, 0%, 3%, -2%, 4, 25%, -1%, -1%, 11%, -1%
#14 CC1CCCC(C)N1CCCNC(=O)C1CCCN(c2ncnc3c2nc2n3CCCCC2)C1 (configuration not stated)
  -1%, 40, 0%, -29%, -2%, 7, /, -12%, 1%, -11%, 2%
#15 O=C(CCn1c(=S)oc2ccccc21)Nc1cc([N+](=O)[O-])ccc1F
  1%, -5, -1%, -25%, 12%, -1, /, 15%, 0%, -13%, -1%

Some of the entries so far, in markdown:
| No. | SMILES | Chronic BCR inh | TSHR antagonist | USP2a block | Eya2 inh | Mito fusion yeast | hERG WT inh | PKM2 act | MBNL1 CUG block | S-ASM inh | Menin MLL FP TR | GALK inh |
| --- | --- | --- | --- | --- | --- | --- | --- | --- | --- | --- | --- | --- |
| 14 | CC1CCCC(C)N1CCCNC(=O)C1CCCN(c2ncnc3c2nc2n3CCCCC2)C1 (configuration not stated) | -1% | 40 | 0% | -29% | -2% | 7 | / | -12% | 1% | -11% | 2% |
| 15 | O=C(CCn1c(=S)oc2ccccc21)Nc1cc([N+](=O)[O-])ccc1F | 1% | -5 | -1% | -25% | 12% | -1 | / | 15% | 0% | -13% | -1% |

The list continues.
Second line of a record – Chronic BCR inh, TSHR antagonist, USP2a block, Eya2 inh, Mito fusion yeast, hERG WT inh, PKM2 act, MBNL1 CUG block, S-ASM inh, Menin MLL FP TR, GALK inh
#16 CC[C@@]12C(=O)N(c3cccc(C)c3)C(=O)N1[C@H](c1ccc(OC)cc1)[C@@H]1C(=O)N(C(C)(C)C)C(=O)[C@@H]12
  2%, -5, -2%, 0%, 3%, /, 6%, -14%, 0%, 5%, /
#17 Cc1cccc(N2CCN(C(=O)c3cc(S(=O)(=O)N4CCOCC4)cn3C)CC2)c1C
  ?, -7, -1%, 0%, 1%, -1, 13%, -1%, -5%, -26%, /
#18 O=C(O)Cc1cn(Cc2cccc(Cl)c2)c2ccccc12
  8%, -4, 3%, 12%, 8%, 0, 21%, -4%, -3%, 11%, -1%
#19 COCCN1C2=C(C(=O)CC(C)(C)C2)C(c2ccc(OC)c(OC)c2)C2=C1CC(C)(C)CC2=O
  -1%, -4, 0%, 3%, 3%, 9, -7%, 20%, 138%[activator], -7%, -1%
#20 c1ccc2c(CCNc3ncnc4nc[nH]c34)c[nH]c2c1
  ?, -12, 1%, -2%, -3%, 6, 14%, -2%, 3%, 29%, 0%
#21 O=C(OCc1cc2ccccc2[nH]c1=O)c1ccncc1
  ?, -8, 0%, 2%, -4%, 6, 6%, 0%, 0%, -23%, -3%
#22 Cc1ccc(CSc2ncnc3c2cnn3Cc2ccccc2)cc1C
  10%, -8, -1%, -21%, 7%, -10, 22%, -6%, -15%, -3%, -2%
#23 COc1ccccc1-n1cnnc1SC1CCOC1=O (configuration not stated)
  ?, 7, 2%, -3%, 0%, 6, 0%, 3%, -2%, -8%, 3%
#24 CCCOC(=O)/C(=C\c1ccc([N+](=O)[O-])o1)NC(=O)c1ccccc1
  12%, 1, 4%, -28%, 8%, -3, -3%, ?, -2%, 23%, -3%
#25 O=C1NCCCC1C(=O)N/N=C/c1ccc(Cl)cc1 (configuration not stated)
  ?, 2, 0%, -7%, 0%, 5, -2%, /, 1%, /, 0%
#26 Cc1sc(-n2c(C)cc(/C=C3\SC(=S)NC3=O)c2C)c(C#N)c1C
  ?, -29, -9%, 4%, -2%, -9, -3%, -13%, -14%, ?, 1%
#27 COc1ccc(/C=C2\SC(=O)N(CCNC(=O)C3=COCCO3)C2=O)cc1
  ?, -6, 2%, -14%, -2%, 4, /, /, /, /, /
#28 CCOc1ccc(NC(=S)NN2C(C)CCCC2C)cc1 (configuration not stated)
  2%, 6, 1%, -3%, -6%, 10, 2%, 3%, 1%, 0%, 1%
#29 CCCCN(C)C1=CC2=CC(=C(C#N)C#N)CCC2CC1 (configuration not stated)
  18%, -19, ?, ?, -3%, -87*, 0%, /, -11%, ?, 2%
#30 O=C(Nc1ccc2oc(=O)ccc2c1)c1ccc(-c2ccc(Cl)cc2)o1
  -2%, 21, 1%, -3%, -1%, -9, -1%, 17%, 6%, 9%, 0%
#31 CC[C@]1(C(=O)OC)[C@H]2C(=O)N(C)C(=O)[C@H]2[C@H]2CN=C(SCc3ccc(C#N)cc3)N21
  -8%, 22, 2%, 6%, /, 12, /, /, -7%, /, /
#32 S=c1[nH]nc([C@@H]2C[C@H]2c2ccccc2)n1-c1ccccc1
  ?, -5, 3%, 4%, -2%, 18, -19%, -17%, 4%, 0%, 2%
#33 O=c1cc(NCc2ccco2)[nH]c(=O)n1-c1ccc(Br)cc1
  12%, -5, 3%, 12%, 1%, 3, -7%, 4%, 5%, 5%, -2%
